High-throughput results (PubChem BioAssay)
Rac1 GTP hydrolysis – MgcRacGAP GTPase-activating activity inhibitors, confirmation, biochemical, ADP Hunter fluorescence; Rac GTPase-activating protein 1 (Homo sapiens); MgcRacGAP-stimulated Rac1 GTP hydrolysis, ADP Hunter fluorescence; higher % means a stronger effect; GST-tagged Rac1 F28L mutant substrate; one-dose inhibition, % at 30 µM; IC50 in µM for titrated hits; 340,000 tested, 0.6% active;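 active = first-screen hits whose inhibition reached a set limit at any dose in the follow-up dose series; inconclusive = inhibition above the set first-screen limit but never retested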;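 note: fluorescence reports GDP produced by GAP-driven GTP hydrolysis; strong numbers were not always called active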
Myeloid diff 2 – induction of myeloid progenitor differentiation, primary screen, cell-based, flow cytometry, MLPCN library; ER-HoxA9 myeloid progenitors, lysozyme-GFP differentiation; calls only at 10 µM; 360,000 tested, 1% active;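 active = normalized GFP-positive differentiation at or above the plate's own cutoff, the solvent-only control mean plus 3 SD; inconclusive = no clear call, values can overlap the other calls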;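 note: cells exposed to compound for four days before flow analysis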
Myeloid diff 2 GFP+ MAC1+ % – recorded beside Myeloid diff 2, whose call it bears; GFP+ MAC1+ double positive, %; measured here: differentiation confirmed by MAC1 staining
Numbers without * were called inactive; i = inactive; ? = inconclusive; . = not tested or not shown; + = active, no number. These rows are one share of the data. The share of hits here may be higher or lower than overall.

SMILES	Rac1 GTP hydrolysis	Myeloid diff 2	Myeloid diff 2 GFP+ MAC1+ %
CCOC(=O)N(C)C[C@H]1OCc2cn(nn2)CCCC(=O)N([C@H](C)CO)C[C@@H]1C	16%	i	0.1
COc1ccc(Cn2c(=O)oc3ccccc32)cc1	4%	i	0.5
O=[N+]([O-])c1cc(F)cc(F)c1Nc1cc(F)cc(F)c1	4%	i	0.8
CCOC1=C(C#N)CC2(CC1)c1ccccc1-c1ccccc12	2%	i	0.5
CCN(CC(=O)Nc1ccc(OC)cc1)C(=O)C1CC(=O)N(Cc2ccccc2)C1 (stereo not drawn)	12%	i	0.6
O=C(CCC1CCN(C(=O)CC2=CCCCC2)CC1)NCc1ccc(F)cc1	7%	i	1.4
CCOC(=O)c1cc2c(=O)n3cccc(C)c3nc2n(Cc2ccco2)c1=NC(=O)c1ccc(C)cc1	4%	i	0.5
Cc1ccn2c(=S)[nH]nc2c1	19µM*	i	0.3
CCN(CC)S(=O)(=O)c1cc(NC(=O)Cc2ccc(S(=O)(=O)N3CCOCC3)s2)ccc1Cl	4%	i	1.5
Oc1c(CN2CCOCC2)cc(CN2CCOCC2)cc1CN1CCOCC1	1%	i	0.8
CC1CCCC(NC(=O)c2cccc(S(=O)(=O)N3CCOCC3)c2)C1C (stereo not drawn)	9%	i	1.0
COc1ccccc1-c1cccc([C@@H]2C[C@H]3[C@H](CON3C)CN2S(=O)(=O)c2ccccc2C)c1	2%	i	0.2
O=c1[nH]c2cc3c(cc2cc1CN(CCc1ccccc1)C(=S)NCCCN1CCOCC1)OCCO3	14%	i	1.7
C[C@H](NC(=O)c1[nH]cnc1C(=O)N[C@@H](C)CO)c1ccccc1	-10%	i	0.6
CNC(=O)C[C@H]1C(=O)N(c2ccccc2)C[C@@H]1CSC	15%	i	2.3
Cc1ccc(C)c(S(=O)(=O)N2CCN(C(=O)CCC(=O)NCc3ccc(Cl)cc3Cl)CC2)c1	2%	i	1.1
CC(C)CC#Cc1ccc2c(c1)O[C@H](CN(C)C(=O)Cc1ccncc1)[C@H](C)CN([C@H](C)CO)S2(=O)=O	-9%	i	0.4
CCOC(=O)C1=C(COC(=O)CNS(=O)(=O)c2c(F)cc(F)cc2Br)NC(=O)NC1C (stereo not drawn)	3%	i	1.1
O=C(CC1C[C@H](C(=O)N2CCOCC2)[C@@]2(CCC3CCCC3)c3[nH]c4ccccc4c3CCN2C1=O)NCc1cccc(C(F)(F)F)c1 (stereo partly drawn)	9%	i	1.0
Cc1cc(C(=O)N2CCc3ccccc3C2)c(C)o1	3%	i	1.4
O=C1C=CC2(O[C@H](c3ccccc3)[C@@H](c3ccccc3)O2)[C@H](Sc2ccccc2O)C1	44µM*	+	49*
CCOC(=O)C1CCNC(=O)C1=O (stereo not drawn)	5%	i	1.3
CC(C)c1ccc(C(C(C(=O)c2ccccc2)N2CCOCC2)N2CCOCC2)cc1 (stereo not drawn)	1%	i	0.3
CCCCCCCCC(=O)c1c(OC)oc(C=O)cc1=O	7%	i	1.4
CC(C)N1CC2(CC(c3ccccc3C(F)(F)F)=NO2)CN1C(=O)c1ccco1 (stereo not drawn)	5%	i	0.8
COc1ccc(/C=C2/CCCc3ccccc3C2=O)cc1	5%	?	.
O=[N+]([O-])c1cccc(CON=Cc2cc(Cl)ccc2O)c1	10%	i	0.8
CC(C)(C)OC(=O)CC(S(=O)(=O)c1ccccc1)S(=O)(=O)c1ccccc1	7%	?	.
CCCCCCN1C[C@@H](n2cc(C3CC3)nn2)[C@H](O)C[C@@H]1c1ccc(OC)cc1	6%	i	0.8
Cn1c(-c2ccc(C#N)cc2)c(C#Cc2ccccc2)c2ccccc21	9%	i	0.8

Among those listed so far, 3 contain a furan ring, fused or not:
SMILES	Rac1 GTP hydrolysis	Myeloid diff 2	Myeloid diff 2 GFP+ MAC1+ %
CCOC(=O)c1cc2c(=O)n3cccc(C)c3nc2n(Cc2ccco2)c1=NC(=O)c1ccc(C)cc1	4%	i	0.5
Cc1cc(C(=O)N2CCc3ccccc3C2)c(C)o1	3%	i	1.4
CC(C)N1CC2(CC(c3ccccc3C(F)(F)F)=NO2)CN1C(=O)c1ccco1 (stereo not drawn)	5%	i	0.8

Other compounds
SMILES	Rac1 GTP hydrolysis	Myeloid diff 2	Myeloid diff 2 GFP+ MAC1+ %
CCC/C=C/c1ccc(CN2C(CC(C)C)C(=O)N(Cc3cn(Cc4ccco4)nn3)CCS2(=O)=O)cc1 (stereo not drawn)	4%	i	0.9
CC(C)CCN1CCC[C@]2(N[C@H](c3ccc(C(F)(F)F)cc3)[C@@H]3C(=O)N(Cc4ccccc4)C(=O)[C@@H]32)C1=O	11%	i	0.2
O=C(O)C(=Cc1ccnc2ccccc12)C(=O)O	18%	i	1.1
O=C(NCc1ccc(F)cc1)C1CCN(S(=O)(=O)c2ccc(N3CCCC3=O)cc2)CC1	4%	i	0.8
Cc1cc(Br)c(Oc2cc(NN3CCCCC3)c([N+](=O)[O-])cc2[N+](=O)[O-])c(Br)c1	9%	i	1.0
O=C(Nc1ccncc1)c1cc(-c2ccccc2)nc2ccccc12	5%	i	0.6
O=C(NNC(=O)c1ccc2ccccc2c1)c1cccc(Br)c1	0%	i	0.7
C/C=C/c1ccc2c(c1)O[C@@H](CN(C)C(=O)c1ccc(F)cc1)[C@@H](C)CN([C@H](C)CO)S2(=O)=O	7%	i	1.0
COCCN(C(=O)COC(=O)c1c(C)nn(-c2ccccc2)c1C)c1c(N)n(Cc2ccccc2)c(=O)[nH]c1=O	9%	i	0.3
O=C(O)CC1(C(=O)O)CC2C=CC1C2 (stereo not drawn)	6%	i	0.1
COc1cc(CC2C(=O)OCC2C(=O)c2ccc3c(c2)OCO3)cc(OC)c1OC (stereo not drawn)	12%	i	1.2
CCN1C/C(=C\c2cc(OC)c(OC)c(OC)c2)C2=NN(c3ccccc3)C(c3cc(OC)c(OC)c(OC)c3)C2C1 (stereo not drawn)	10%	i	3.4
Clc1ccc2c(NCCNC3CCCCC3)ccnc2c1	18%	+	7.6*
O=C(NCCCn1ccnc1)c1sc2cc([N+](=O)[O-])ccc2c1Cl	13%	i	0.4
Cc1nn(CC(=O)NC2CCCCC2)c(C)c1[N+](=O)[O-]	3%	i	0.8

Laid out differently: entries from further up.
Every second line gives: Rac1 GTP hydrolysis, Myeloid diff 2, Myeloid diff 2 GFP+ MAC1+ %
O=C(NCc1ccc(F)cc1)C1CCN(S(=O)(=O)c2ccc(N3CCCC3=O)cc2)CC1
    4%, i, 0.8
Clc1ccc2c(NCCNC3CCCCC3)ccnc2c1
    18%, +, 7.6*
C/C=C/c1ccc2c(c1)O[C@@H](CN(C)C(=O)c1ccc(F)cc1)[C@@H](C)CN([C@H](C)CO)S2(=O)=O
    7%, i, 1.0
COc1cc(CC2C(=O)OCC2C(=O)c2ccc3c(c2)OCO3)cc(OC)c1OC (stereo not drawn)
    12%, i, 1.2
O=C(Nc1ccncc1)c1cc(-c2ccccc2)nc2ccccc12
    5%, i, 0.6
CCN1C/C(=C\c2cc(OC)c(OC)c(OC)c2)C2=NN(c3ccccc3)C(c3cc(OC)c(OC)c(OC)c3)C2C1 (stereo not drawn)
    10%, i, 3.4

Next compounds:
SMILES	Rac1 GTP hydrolysis	Myeloid diff 2	Myeloid diff 2 GFP+ MAC1+ %
COc1ccccc1N(CC(=O)N1CCN(Cc2ccccc2)CC1)S(=O)(=O)c1ccccc1	10%	i	0.9
CCN(C(=O)CSc1nnc(-c2ccccc2F)n1N)c1c(N)n(Cc2ccccc2)c(=O)[nH]c1=O	5%	i	1.3
Clc1ccc(C2Nc3cccc4cccc(c34)N2)c(Cl)c1	?	i	0.0
C[C@@H]1CN([C@H](C)CO)C(=O)CCCn2cc(nn2)CO[C@H]1CN(C)C(=O)c1cc(-c2ccccc2)on1	9%	i	0.8
C[C@H](CO)N1C[C@H](C)[C@H](CN(C)S(=O)(=O)c2cccs2)Oc2ncc(-c3cc4ccccc4o3)cc2C1=O	17%	i	0.1
CC(=O)c1ccc(N2CCN(C(=O)C(=O)c3cn(CC(=O)N4CCOCC4)c4ccccc34)CC2)cc1	13%	i	1.1
CC(C)CC1C(=O)N(Cc2cn(CCC3OCCCO3)nn2)CCS(=O)(=O)N1Cc1ccc(-c2ccc(Cl)cc2)cc1 (stereo not drawn)	6%	i	0.6
C[C@@H]1CN([C@@H](C)CO)S(=O)(=O)c2ccc(Br)cc2O[C@@H]1CN(C)C(=O)c1ccc(F)cc1	19%	i	1.0
O=C1NC(=S)NC1=Cc1ccc(O)cc1	9.8µM*	i	0.4
Cc1ccc2c(c1)nc1c3ccccc3nc(-c3ccccc3N)n21	7%	i	1.0
Cc1ccc(NS(=O)(=O)c2ccc(-n3cccn3)cc2)cc1Cl	18%	i	0.9
c1cc(CNCCNCc2ccncc2)ccn1	-15%	i	1.0
O=C1C=C(c2ccccc2)CO1	-5%	i	0.5
COc1ccc(S(=O)(=O)N2CCOCC2)cc1C(=O)Nc1ccc(N2CCCCCC2)cc1	15%	i	1.0
COc1ccc(CC(=O)Nc2ccc3c(c2)OC2(CCCC2)O3)c(OC)c1	24%	i	0.8

Pulled by structure from the entries so far, 3 records:
SMILES	Rac1 GTP hydrolysis	Myeloid diff 2	Myeloid diff 2 GFP+ MAC1+ %
Cc1ccc2c(c1)nc1c3ccccc3nc(-c3ccccc3N)n21	7%	i	1.0
O=C1NC(=S)NC1=Cc1ccc(O)cc1	9.8µM*	i	0.4
COc1ccccc1N(CC(=O)N1CCN(Cc2ccccc2)CC1)S(=O)(=O)c1ccccc1	10%	i	0.9

Next records follow.
SMILES	Rac1 GTP hydrolysis	Myeloid diff 2	Myeloid diff 2 GFP+ MAC1+ %
C[C@@H]1CN([C@@H](C)CO)C(=O)CCCn2nncc2CO[C@H]1CN(C)Cc1ccc2c(c1)OCCO2	8%	i	0.4
CC(=O)c1ccc(N2CCN(Cc3cc(=O)n4c(-c5ccccc5)csc4n3)CC2)cc1	3%	i	0.5
Cc1nn(-c2ccc(F)cc2)c(Cl)c1/C=C(/CCC(=O)O)c1nc2ccccc2s1	-1%	i	1.0
NC(=N\N=CCc1ccccc1)/C(N)=N/N=CCc1ccccc1	-7%	i	1.0
COc1ccc(-c2ccccc2C2=CC(=O)CC(C)(C)C2=O)cc1	14%	i	0.5
Oc1c(Cl)c(Cl)c2ncccc2c1Cl	1%	i	1.0
CC(=O)Nc1ccc(NC(=O)C(NC(=O)c2ccc(Cl)cc2)C(C)C)cc1 (stereo not drawn)	6%	i	1.3
Cc1ccc2c(c1)[C@H]1[C@H](CO2)[C@H](c2ccccc2)[C@]2(C)C(=O)Nc3ccc(F)cc3C(=O)N12	5%	?	.
COc1ccc(-n2nnnc2CNC(=O)C2CC(=O)N(c3ccc(F)cc3)C2)cc1 (stereo not drawn)	-3%	i	0.4
CC1CCN(S(=O)(=O)N2CCC(C(=O)NC(C)c3ccccc3)CC2)CC1 (stereo not drawn)	17%	i	0.5
C#CCOCCOCCOCCNc1nc(N2CCN(C(=O)Cn3cc(CCCCN)nn3)CC2)nc(N2CCN(C(=O)[C@H](Cc3ccc(O)cc3)n3cc(CCO)nn3)CC2)n1	6%	i	0.7
Cc1ccc(NC(=O)c2ccc(Cl)c(S(=O)(=O)N3CCc4ccccc43)c2)nc1	2%	i	0.4
CC1(C)COC(=S)N1CCC#N	-9%	i	0.7
O=C(O)CSC1CC(=O)N(c2ccc(F)cc2)C1=O (stereo not drawn)	14%	i	2.1
CCN(CC)Cc1nc2nc(Cl)c(Cl)nc2[nH]1	12%	i	1.0

Part of the list above in order of SMILES length, low to high.
SMILES	Rac1 GTP hydrolysis	Myeloid diff 2	Myeloid diff 2 GFP+ MAC1+ %
CCN(CC)Cc1nc2nc(Cl)c(Cl)nc2[nH]1	12%	i	1.0
COc1ccc(-c2ccccc2C2=CC(=O)CC(C)(C)C2=O)cc1	14%	i	0.5
Cc1ccc(NC(=O)c2ccc(Cl)c(S(=O)(=O)N3CCc4ccccc43)c2)nc1	2%	i	0.4
Cc1nn(-c2ccc(F)cc2)c(Cl)c1/C=C(/CCC(=O)O)c1nc2ccccc2s1	-1%	i	1.0

The list goes on.
SMILES	Rac1 GTP hydrolysis	Myeloid diff 2	Myeloid diff 2 GFP+ MAC1+ %
Cc1sc(N=Nc2ccc(N(C)C)cc2)[n+]([O-])c1C	20%	i	1.2
Nc1nc(N)c2[nH]c(=S)[nH]c2n1	163µM*	i	1.6
O=C1C(O)CCN1C1CCCCC1 (stereo not drawn)	4%	i	0.6
COc1cc(C(=O)N2CCN(S(=O)(=O)c3cc(C)ccc3C)CC2)ccc1OCC(=O)N1CCOCC1	5%	i	1.3
CC(CN1CC(=O)NC(=O)C1)N1CC(=O)NC(=O)C1 (stereo not drawn)	-15%	i	0.3
COc1ccc(C(=O)N[C@H](C(=O)Nc2cccc(S(=O)(=O)N3CCOCC3)c2)C(C)C)cc1	6%	+	3.7*
CC1CN(C(=O)COC(=O)/C=C/c2ccccc2)CC(C)O1 (stereo not drawn)	8%	i	1.2
O=C(Cc1ccc(NC(=O)C2CCCN(C(=O)C3CC3)C2)cc1)Nc1ccc(C(=O)N2CCOCC2)cc1 (stereo not drawn)	8%	i	1.7
CC1CCN(C(=O)c2ncn3c2c(=O)[nH]c2ccc(Br)cc23)CC1	4%	i	0.7
